RPL19A TOR yeast – yeast TOR pathway RPL19A-GFP modulation. S. cerevisiae RPL19A-GFP strain, flow cytometry, 3 h; active compounds read low. percent response vs DMSO, % at 10 µM. actives 0.3% (n = 330,000);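 active = percent response vs DMSO below 50%; inconclusive = fewer than 70 events counted for the yeast strain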;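 also: median channel GFP fluorescence of the barcoded RPL19A-GFP strain; ratio of sample median GFP to plate DMSO average so 100% = DMSO; lower means less RPL19A-GFP as with rapamycin TOR inhibition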
LAP4 TOR yeast – yeast TOR pathway LAP4-GFP modulation; GFP response vs DMSO, % at 10 µM; AID 2023; actives 0.34% (n = 320,000); S. cerevisiae LAP4-GFP multiplex, flow cytometry GFP, 3 h; median GFP as percent of DMSO wells;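 active = GFP response vs DMSO above a set limit, about the screen mean plus 3 SD, cut at about 150% in these data; inconclusive = under 70 cell events counted for the yeast strain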
CIT2-GFP yeast – alters CIT2-GFP fluorescence in TOR pathway yeast screen. S. cerevisiae CIT2-GFP strain, flow cytometry, 3 h; 100 means same as DMSO wells. GFP response vs DMSO, % at 10 µM. actives 0.065% (n = 320,000);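 active = GFP response relative to DMSO above a set limit, near the screen mean plus 3 SD, cut at about 150% in these data; inconclusive = Fewer than 70 cells measured for a yeast strain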;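 also: ratio of well median GFP fluorescence to mean of DMSO wells on the plate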
GRK2 aptamer HTS – human GRK2 inhibition via aptamer displacement; actives 0.59% (n = 330,000); inhibition of aptamer binding, % at 10 µM; bead flow cytometry, FAM-aptamer displacement from GRK2;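 active = inhibition of aptamer binding above 40%, roughly 3 SD of noise, on plates passing a quality check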;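 also: median bead fluorescence of bound FAM aptamer so fluorescent compounds give negative values; no value below 0 was filed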
Target sequence (P25098 whole entry, looked up): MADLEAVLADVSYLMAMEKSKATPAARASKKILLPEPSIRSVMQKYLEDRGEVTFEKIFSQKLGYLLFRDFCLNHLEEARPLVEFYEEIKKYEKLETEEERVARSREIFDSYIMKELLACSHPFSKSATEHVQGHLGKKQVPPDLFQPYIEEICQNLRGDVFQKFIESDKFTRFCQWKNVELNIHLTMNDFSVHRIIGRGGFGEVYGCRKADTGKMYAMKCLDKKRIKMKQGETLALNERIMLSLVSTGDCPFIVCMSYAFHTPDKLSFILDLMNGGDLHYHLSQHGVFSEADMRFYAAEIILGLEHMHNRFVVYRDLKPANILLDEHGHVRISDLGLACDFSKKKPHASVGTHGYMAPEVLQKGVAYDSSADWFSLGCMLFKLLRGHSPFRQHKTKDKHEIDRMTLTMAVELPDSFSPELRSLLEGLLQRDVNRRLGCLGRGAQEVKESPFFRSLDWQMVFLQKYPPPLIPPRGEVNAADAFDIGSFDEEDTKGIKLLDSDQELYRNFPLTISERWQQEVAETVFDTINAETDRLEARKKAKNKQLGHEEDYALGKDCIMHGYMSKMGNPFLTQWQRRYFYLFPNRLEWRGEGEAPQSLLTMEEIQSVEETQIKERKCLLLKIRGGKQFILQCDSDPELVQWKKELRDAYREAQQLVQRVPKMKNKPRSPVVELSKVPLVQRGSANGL
VLA-4 inh – inhibition in a human VLA-4 binding assay | VLA-4 expressing cells, ligand binding flow cytometry | actives 0.2% (n = 330,000) | inhibition, % (about 7 µM as worked out from the volumes in the protocol) | P13612; in the data active = inhibition above about 50%
MEP2-GFP yeast – yeast TOR pathway MEP2-GFP modulation; S. cerevisiae MEP2-GFP strain, flow cytometry GFP, 3 h; 100% = DMSO control level; GFP response vs DMSO, % at 10 µM; actives 0.51% (n = 330,000);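 active = GFP response versus DMSO above a set limit, roughly screen mean plus 3 SD, cut at about 180% in these data; inconclusive = fewer than 70 cells counted for a yeast strain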;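 also: median GFP fluorescence of the barcode-gated MEP2-GFP cells per well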
Yeast superoxide – lowers age-related superoxide in aged yeast cells; S. cerevisiae aged cells, superoxide DHE fluorescence; active compounds read low; superoxide response (% of plate mean), % at 10 µM; actives 0.18% (n = 330,000); AID 2690;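 active = superoxide response under a set limit, about three screen SD below normal, cut at about 65% in these data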;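 also: yeast aged for seven days with compound at 30 °C before DHE staining; 100% = average MFI of all compound-treated wells on the plate with controls excluded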
AGP1-GFP MLPCN – modulators of TOR pathway AGP1-GFP in S. cerevisiae. S. cerevisiae AGP1-GFP multiplex flow cytometry, 3 h; GFP as percent of DMSO wells. GFP response vs DMSO, % at 10 µM. actives 0.02% (n = 320,000);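 active = GFP response relative to DMSO above a set limit, near screen average plus 3 SD, cut at about 150% in these data; inconclusive = fewer than 70 cells counted for the yeast strain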;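 also: median GFP channel fluorescence of the gated AGP1 strain per well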
Starred values were filed as active, the others as inactive; ? = inconclusive; / = no result given.

nr	SMILES	LAP4 TOR yeast	CIT2-GFP yeast	GRK2 aptamer HTS	AGP1-GFP MLPCN	Yeast superoxide	RPL19A TOR yeast	VLA-4 inh	MEP2-GFP yeast
1	CC1Cc2ccccc2N1S(=O)(=O)c1c(N)n(C)c(=O)n(C)c1=O (stereo not drawn)	?	?	1	?	87	?	-3	?
2	CCOC(=O)N1CCC(N2CCCC(C(=O)c3cc(C)c(OC)c(C)c3)C2)CC1 (stereo not drawn)	86	101	1	104	164	108	5	99
3	COc1ccc(CC(=O)NCc2n[nH]c(=S)n2C)cc1	109	120	2	117	84	114	0	107
4	CC12CCC(=O)N1C(C(=O)OCC(=O)Nc1sccc1C#N)CS2 (stereo not drawn)	101	103	3	100	96	101	-9	102
5	[O-][n+]1ccccc1SCc1ccccc1	103	100	3	84	107	100	-6	92
6	O=C(CN1CCOCC1)n1c2c(c3ccccc31)CCCC2	86	83	9	92	93	87	-11	82
7	Cc1ccc(NC(=O)c2ccc(S(=O)(=O)N3CCOCC3)cc2)c(C)c1	93	98	0	97	89	104	-3	111
8	Cc1ccc(Oc2nc(CN3CCOCC3)nc3sc4c(c23)CCC(C)C4)cc1C (stereo not drawn)	90	84	1	89	108	91	-4	91

Records 1 to 6 from above:
nr	SMILES	LAP4 TOR yeast	CIT2-GFP yeast	GRK2 aptamer HTS	AGP1-GFP MLPCN	Yeast superoxide	RPL19A TOR yeast	VLA-4 inh	MEP2-GFP yeast
1	CC1Cc2ccccc2N1S(=O)(=O)c1c(N)n(C)c(=O)n(C)c1=O (stereo not drawn)	?	?	1	?	87	?	-3	?
2	CCOC(=O)N1CCC(N2CCCC(C(=O)c3cc(C)c(OC)c(C)c3)C2)CC1 (stereo not drawn)	86	101	1	104	164	108	5	99
3	COc1ccc(CC(=O)NCc2n[nH]c(=S)n2C)cc1	109	120	2	117	84	114	0	107
4	CC12CCC(=O)N1C(C(=O)OCC(=O)Nc1sccc1C#N)CS2 (stereo not drawn)	101	103	3	100	96	101	-9	102
5	[O-][n+]1ccccc1SCc1ccccc1	103	100	3	84	107	100	-6	92
6	O=C(CN1CCOCC1)n1c2c(c3ccccc31)CCCC2	86	83	9	92	93	87	-11	82

Additional records follow.
nr	SMILES	LAP4 TOR yeast	CIT2-GFP yeast	GRK2 aptamer HTS	AGP1-GFP MLPCN	Yeast superoxide	RPL19A TOR yeast	VLA-4 inh	MEP2-GFP yeast
9	COc1cc(C(=O)NNC(=S)NC(=O)c2ccccc2C)cc(OC)c1OC	89	73	4	90	95	93	-6	81
10	CC(=O)c1cc(CN2CCC(C(=O)Nc3cccc(-c4cscn4)c3)CC2)cs1	104	99	0	108	110	105	5	102
11	CCCCN(C(=O)NC(=O)Nc1ccccc1OCC)S(C)(=O)=O	97	/	2	104	102	100	-2	101
12	CC(C)=Nc1ccccc1C1COC(=O)C1=N (stereo not drawn)	95	100	1	100	104	104	13	91
13	O=C(NCCCN1CCC(Cc2ccccc2)CC1)C1CC(=O)N(C2CCCCCC2)C1 (stereo not drawn)	93	106	0	98	91	103	-3	105
14	COc1ccccc1CN1CCCCCC1	98	98	0	105	96	103	-5	96
15	Cc1ccnc(NC(=O)c2cc(S(=O)(=O)NCc3ccccc3)ccc2C)c1	94	96	3	98	95	99	18	99
16	Cc1ccc2nsnc2c1S(=O)(=O)NCc1ccncc1	97	102	2	99	85	92	11	110
17	CCOC(=O)c1sc2nc3c(cc2c1N)C(=O)CC(C)(C)C3	92	100	9	91	147	100	7	102
18	CCOc1ncccc1C(=O)NCc1ccccc1	92	91	0	97	105	96	-8	94
19	CC(=O)c1cccc(NC(=O)c2cccc3ccccc23)c1	97	102	3	98	102	98	-2	100
20	CC#CC[N+](C)(C)CC(=O)c1ccccc1	94	96	0	103	111	101	-2	100
21	Cc1nnc(SCc2cccc3ccccc23)n(N)c1=O	107	100	0	100	79	96	33	115
22	Cc1ccc(NC(=O)NC(=O)CSc2nnnn2C)c(C)c1	100	97	0	103	136	100	14	94
23	O=C(CC1CCCC1)NCCS(=O)(=O)N1CCN(c2ccc(F)cc2)CC1	99	90	2	92	99	92	3	94
24	Cc1ccc(N2C(=O)CC(Sc3nc(-c4ccccc4)c4cc(Cl)ccc4n3)C2=O)c(C)c1 (stereo not drawn)	90	93	1	93	100	100	9	65
25	CCCNCc1cc(OC)c(OCC(=O)Nc2ccccc2)cc1Br	97	111	0	108	120	113	-4	110
26	CCC1(c2ccc(Cl)cc2)NC(=O)N(Cc2ccc(C(=O)OC)cc2)C1=O (stereo not drawn)	96	94	1	110	95	98	12	100
27	CCNC(=O)NC(=O)C(C)Oc1ccc(Br)cc1Br (stereo not drawn)	99	96	0	101	114	100	3	100
28	O=C(CSc1ccc(-c2ccccn2)nn1)N1CCCCC1	217*	74	8	90	93	95	-2	94
29	Cc1ccnc(NC(=O)CCC(=O)c2cc(C)sc2C)c1	96	90	2	95	100	91	-211	99
30	NCCSC1CC(=O)N(c2ccc(Cl)c(Cl)c2)C1=O (stereo not drawn)	98	98	0	98	102	100	-10	99
31	COC(=O)c1cccnc1-n1c(=O)c2cccnc2n(Cc2ccc([N+](=O)[O-])cc2)c1=O	106	98	2	105	97	99	3	100
32	CSc1nc2nc3c(c(=O)n2[nH]1)CCCC3	101	99	0	/	111	99	6	108
33	COc1ccc(S(=O)(=O)N2CCCC2CNC(=O)C(=O)NCc2ccccc2)cc1 (stereo not drawn)	97	84	0	103	104	88	0	90
34	Cc1c(NC(=O)OC(C)C)sc(=S)n1C	92	97	34	95	83	92	12	94
35	O=C(COC(=O)c1cccnc1Cl)Nc1cccc(S(=O)(=O)N2CCOCC2)c1	97	98	0	100	107	96	11	103
36	COc1ccc(N(Cc2ccccc2)C(=O)OC(C)(C)C)c(C(=O)N(C)OC)c1	84	91	0	92	93	91	36	92
37	O=C(c1cc[n+]([O-])cc1)N1CCCC(N2CCN(c3cccc(C(F)(F)F)c3)CC2)C1 (stereo not drawn)	96	100	1	93	96	94	12	99
38	COCCn1c(Cc2ccccc2)nnc1SCC(=O)N1CCCC1=O	97	85	6	95	89	92	4	95
39	O=C(Nc1nc2ccccc2s1)C1CC(=O)N(c2ccc(Cl)cc2)C1 (stereo not drawn)	108	94	0	101	94	99	15	103
40	CC1(C)CC(=O)C(N=Nc2ccc3ncsc3c2)=C(O)C1	104	99	0	104	96	107	-9	109
41	O=C(Cn1ccc2ccccc2c1=O)NCCC(=O)NC1CCN(Cc2ccccc2)CC1	94	95	0	100	88	99	4	99
42	CCCC(NC(=O)Cc1c(C)c2cc3c(C)c(C)oc3c(C)c2oc1=O)C(=O)N[C@@H](Cc1ccccc1)C(=O)O (stereo partly drawn)	96	84	7	91	113	93	17	100
43	Cc1ccc(CNC(=O)c2ccc(CNc3c(N4CCCC4)c(=O)c3=O)cc2)cc1	100	92	0	106	96	100	7	93
44	Cc1ccc(S(=O)(=O)CC(=O)Nc2cc(C)on2)cc1	92	102	0	94	100	96	10	104
45	Cc1ccc(C)c(NS(=O)(=O)c2cc(C(=O)NCCC3=CCCCC3)ccc2C)c1	95	100	0	102	121	99	-16	103
46	COc1ccc(/C=C/C(=O)NCc2ccccn2)cc1	87	94	1	89	101	98	15	98
47	Fc1ccccc1CSc1nc2ncccc2[nH]1	109	106	3	106	104	104	4	109
48	COC(=O)c1cc(C(=O)OC)cc(S(=O)(=O)Nc2ccc(Cl)c(N)c2)c1	97	104	0	102	94	99	22	101
49	Cc1cc(Nc2ccccc2)n2nc(C)c(-c3ccccc3)c2n1	117	109	1	119	84	108	7	101
50	COc1ccc(-n2c(COc3cccc4ccccc34)nnc2SC(C)C(=O)O)cc1 (stereo not drawn)	95	90	3	102	97	104	4	94
51	COC(=O)c1cccc(S(=O)(=O)N(Cc2ccco2)Cc2cc3cc(OC)ccc3[nH]c2=O)c1	78	84	1	104	94	94	1	88
52	O=C(CN1CCCC1)N1c2ccccc2C=Cc2ccccc21	110	92	5	97	95	97	0	91
53	COc1ccc(OCC(O)CN2CCOCC2)cc1 (stereo not drawn)	100	90	1	98	101	105	4	109
54	C=CCOc1ccc(/C=C/C(=O)OC(C)C(=O)Nc2ccc(NC(C)=O)cc2)cc1 (stereo not drawn)	108	106	1	106	104	103	4	104
55	C=CCN1CCc2cc(O)c(O)cc2C(c2ccccc2)C1 (stereo not drawn)	104	90	0	91	103	100	10	96
56	O=C(Nc1ccccc1)Nc1ccc2snnc2c1	96	107	0	100	80	99	15	85
57	CCCC(C(=O)NC1CCCC1)N(Cc1cccs1)C(=O)c1snc(C(N)=O)c1N (stereo not drawn)	95	102	0	98	108	93	-2	92

From PubChem
